High-throughput results: PubChem BioAssay, several laboratories
L929 necroptosis: L929 zVAD cell death inhibition | 0.38% of 220,000 active | viability rescue, % at 10 µM | L929 zVAD necroptosis rescue, ATP luminescence, 24 h; with zVAD 60 µM;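 active means activation, scaled between plate controls, above about 75%, limit read from the data; inactive means activation under that limit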;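 further: 0% = zVAD with DMSO and 100% = DMSO alone without zVAD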
EP2 modulator: modulates human prostaglandin E2 receptor EP2 signaling. EP2-expressing cells, cAMP HTRF FRET, PGE2 co-stimulation. induction, % at 25 µM. 0.83% of 260,000 active;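 active means compounds whose cAMP rise, as percent of the full-agonist control response, exceeds 60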;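 further: rat C6 glioma line stably carrying human EP2 under a CMV promoter; the protocol text gives 20 µM as final concentration; 100% = response of wells given 1 µM PGE2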
PGE2 EP2 inh: EP2 receptor (human) inhibition; 0.52% of 260,000 active; AID 1422; inhibition, % at 25 µM; C6 glioma cells expressing human EP2, cAMP TR-FRET; cells stimulated with saturating PGE2;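 active means percent inhibition above 40 after rounding to a whole number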;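 further: rat C6 glioma host cells with rolipram phosphodiesterase inhibitor present; the protocol text gives 20 µM as final concentration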
RBBP9 inhibitor: blocks human serine hydrolase RBBP9 | O75884 | recombinant RBBP9, FP-Rh probe fluorescence polarization | inhibition, % at 7.94 µM | 0.2% of 220,000 active | AID 1515;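 active means inhibition above the campaign mean of all tested compounds plus 3 SD, cut at about 14% in these data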;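 further: plate controls were DMSO wells with RBBP9 for no effect and wells lacking RBBP9 protein for full effect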
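Test system: recombinant human RBBP9. Quantity: 2.5 µM RBBP9 dispensing solution, before mixing. Detection: FP readout at 525/598 nm. Reagent: Serine-hydrolase probe FP-Rh, 375 nM pre-mixing. Measure: % inhibition. Control set: DMSO-treated enzyme wells and wells lacking RBBP9. Buffer or medium: Tris-NaCl-Pluronic buffer, pH 8.0. Times: preincubation 30 min plus labeling 45 min at 25 °C.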
PERK inh: human PERK inhibition, primary cell-based screen | inhibition, % at 5.6 µM | 0.17% of 220,000 active | CHO PERK-DD fusion, SEAP luminescence translation reporter;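 active means inhibition above the mean inhibition of all tested compounds plus 3 SD, set separately per screening campaign, cut at about 2.9% in these data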;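 further: PERK kinase domain activated by AP20187 dimerizer at 100 nM; 0% = DMSO with dimerizer and 100% = rapamycin at 8.4 µM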
Target sequence (Q9NZJ5 whole entry, looked up, the tested form may be a part): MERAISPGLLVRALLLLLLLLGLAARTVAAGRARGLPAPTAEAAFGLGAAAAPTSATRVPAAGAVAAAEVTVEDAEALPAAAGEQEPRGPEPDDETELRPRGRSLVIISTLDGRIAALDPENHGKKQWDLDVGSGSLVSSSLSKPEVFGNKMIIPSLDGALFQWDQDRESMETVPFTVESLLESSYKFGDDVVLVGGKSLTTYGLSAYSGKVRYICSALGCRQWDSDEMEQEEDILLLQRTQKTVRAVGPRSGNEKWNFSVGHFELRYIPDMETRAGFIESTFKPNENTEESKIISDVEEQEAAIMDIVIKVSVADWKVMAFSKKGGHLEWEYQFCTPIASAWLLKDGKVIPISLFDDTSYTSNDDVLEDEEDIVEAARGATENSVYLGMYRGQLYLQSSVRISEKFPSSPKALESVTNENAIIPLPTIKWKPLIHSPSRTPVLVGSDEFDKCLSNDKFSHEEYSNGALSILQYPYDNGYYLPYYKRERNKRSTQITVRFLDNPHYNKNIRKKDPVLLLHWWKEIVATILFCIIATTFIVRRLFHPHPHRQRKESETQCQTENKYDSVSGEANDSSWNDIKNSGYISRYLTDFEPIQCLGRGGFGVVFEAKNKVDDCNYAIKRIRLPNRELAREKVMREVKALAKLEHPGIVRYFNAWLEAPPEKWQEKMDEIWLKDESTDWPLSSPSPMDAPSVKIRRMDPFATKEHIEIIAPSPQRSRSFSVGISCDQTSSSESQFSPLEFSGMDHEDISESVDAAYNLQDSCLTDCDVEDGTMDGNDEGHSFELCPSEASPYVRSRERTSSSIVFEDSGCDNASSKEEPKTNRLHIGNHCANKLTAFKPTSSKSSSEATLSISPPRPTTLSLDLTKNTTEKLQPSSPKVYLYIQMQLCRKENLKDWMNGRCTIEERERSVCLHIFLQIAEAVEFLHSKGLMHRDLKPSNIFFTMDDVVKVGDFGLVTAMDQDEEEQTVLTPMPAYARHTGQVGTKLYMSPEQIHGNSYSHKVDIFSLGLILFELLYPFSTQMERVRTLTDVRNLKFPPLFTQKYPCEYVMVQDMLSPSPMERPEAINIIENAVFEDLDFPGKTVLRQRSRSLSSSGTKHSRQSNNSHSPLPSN
Hck Nef HTS: inhibitors of human Hck kinase activated by Nef; inhibition, % at 20 µM; Recombinant Hck-YEEI plus Nef, Z-Lyte FRET kinase assay; P08631; 0.68% of 220,000 active; AID 463187;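 active means Hck-Nef kinase inhibition above about 50%, limit read from the data; inactive means inhibition below that limit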;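 further: 0% = DMSO with Hck plus Nef and 100% = Hck alone without Nef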
Runt-CBFb FRET: Runt domain-CBFb interaction inhibition; Q01196+Q13951; Cerulean-Runt/Venus-CBFb FRET ratio 530/480, 1 h; inhibition, % at 20 µM; 0.46% of 220,000 active; AID 1496;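 active means inhibition over about 50% at 20 µM in the single-dose screen, limit read from the data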;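 further: 0% = DMSO wells and 100% = excess unlabeled CBFb competitor control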
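Assay system: Cerulean-Runt domain / Medium: Tris 50 mM pH 7.5, KCl, K2SO4, 0.01% BSA / Timing: protein complex preformed 1 h, compound exposure 1 h, room temperature, dark / Measured by: FRET, excitation 422 nm, emission at 530 and 480 nm / Evaluation: loss of energy transfer signal / Control set: 5 µM unlabeled CBFb as full-inhibition high control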
Runt-SMMHC FRET: Runt domain-CBFb-SMMHC interaction inhibition; Cerulean-Runt/Venus-CBFb-SMMHC FRET ratio 530/480, 1 h; 0.74% of 220,000 active; Q01196+Q13951; inhibition, % at 20 µM; AID 1434;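 active means mean inhibition across duplicate retests at 20 µM reaching about 50%, limit read from the data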;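 further: 0% = DMSO wells and 100% = wells with excess untagged CBFb-SMMHC; inhibitors lower the FRET ratio by blocking Runt binding to CBFb-SMMHC; some results filed as inactive read as strong as hits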
TNF necrop inh: TNF-alpha cell death inhibition in Jurkat FADD-/- cells | 0.068% of 220,000 active | AID 463075 | activation (protection from cell death), % at 10 µM | Jurkat FADD-/- TNF necroptosis rescue, ATP luminescence, 24 h; 0 = TNF only, 100 = no-TNF cells;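 active means activation, meaning protection from cell death, of at least 50% relative to plate controls; inactive means activation below 50%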;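 further: necroptosis triggered by 40 ng/mL TNF-alpha added together with compound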
Numbers without * were called inactive; nt = not tested or not shown; & = joins results of further samples. This is a subset. The share of hits here may be higher or lower than overall.

SMILES	L929 necroptosis	EP2 modulator	PGE2 EP2 inh	RBBP9 inhibitor	PERK inh	Hck Nef HTS	Runt-CBFb FRET	Runt-SMMHC FRET	TNF necrop inh
CCOC(=O)C1(Cc2ccccc2)CCN(Cc2ccc(C3CCCCO3)s2)CC1 (stereo not drawn)	-0.6	51	5	-5	-1.7	22	0	6	0.3
CCOc1cc(CN2CCCC(CNC(=O)c3ccc(F)cc3)C2)ccc1OC (stereo not drawn)	-0.1	8	7	-8	-1.2	7	1	0	2.0
Cc1ccc2c(Cl)c(C)c(N3CCCC3)nc2n1	0.1	-6	8	1	-0.3	4	-4	1	25
CCCCNC(=O)COC(=O)c1ccc(Cl)c(S(=O)(=O)N2CCCC2)c1	-0.8	-4	11	-4	0.3	-18	4	4	0.7
Nc1nc(Nc2ccccc2F)nc(N2CCOCC2)c1[N+](=O)[O-]	0.5	21	6	-5	-1.9	15	0	3	-0.2
N=c1ccn(Cc2ccc([N+](=O)[O-])cc2)cc1	0.2	-18	3	-10	0.5	4	0	-4	-0.3
CC(=O)Nc1ccc(/C(C)=N/NC(=O)C2CC2c2ccccc2)cc1 (stereo not drawn)	1.2	-50	8	-3	-0.3	12	0	-2	0.6
COc1cccc(N(CC(=O)Nc2cccnc2)S(C)(=O)=O)c1	0.4	-3&10	12&1	-4	0.5	16	1	2	1.7
COc1cc(CN2CCNC(=O)C2CC(=O)O)cc(OC)c1 (stereo not drawn)	-0.5	8	10	-6	0.2	12	0	-3	-0.1
Cc1nc(N2CCN(C)CC2)[nH]c(=O)c1Cc1cccc2ccccc12	0.1	9	12	-3	-0.4	-1	0	1	-2.8
CC(/C=C/c1ccccc1)=N\NC(N)=S	-0.2	-28	2	-12	0.4	-1	0	2	-8.3
COc1ccccc1NC(=O)N1CCN(S(C)(=O)=O)CC1	-0.2	-22	8	6	1.4	-22	0	-1	-2.7
CSCCC(NC(=O)c1ccco1)C(=O)OCC(=O)Nc1ncc(Cl)c(C)c1Cl (stereo not drawn)	0.5	9	18	-6	0.2	-1	-3	-2	-0.4
CCOC(=O)CSc1nnc([C@H](C)NC(=O)OC(C)(C)C)o1	-0.6	11	10	-6	0.5	0	1	-2	-0.3
CC(=O)O[C@H]1C2OC(=O)C(C)=C2[C@@H]2OC(=O)[C@]3(CCC4OC41C)OC23 (stereo partly drawn)	3.3	6	7	-11	0.1	-2	0	-2	-11
N#CC1(C#N)C2=C(CCCC2)NC(c2ccccc2)C1(C#N)C#N (stereo not drawn)	0.3	-10	15	-4	1.6	4	3	-5	-5.5
CSc1nc(N2CCN(c3ccccc3Cl)CC2)c2ccccc2n1	0.5	12	8	-5	-0.1	-7	2	1	-1.2
Cc1ccccc1OC(C)C(=O)NC1CCCC1 (stereo not drawn)	1.0	1	4	4	0.5	5	-1	-3	0.2
COC(=O)C1=C(C)NC(=O)NC1c1ccccc1 (stereo not drawn)	-0.6	32	4	4	-0.8	1	-4	0	0.9
CC(C)CN(CC(C)C)S(=O)(=O)N1CCC(C(=O)N2CCc3ccccc3C2)CC1	nt	10	6	-1	-0.1	-1	-5	2	-1.5
CCCCN1C(=O)C(O)(CC(=O)c2c(C)n[nH]c2C)c2cc(Br)ccc21 (stereo not drawn)	0.9	31	4	-10	-0.7	0	2	0	-1.9
CCCCOc1ccc(/C=C2/Sc3ccccc3C2=O)cc1	-0.2	29	15	-10	0.1	-3	-2	-12	-2.1
CCOc1c(OC(C)=O)ccc(/C=C/c2ccc3cccc(OC)c3n2)c1[N+](=O)[O-]	nt	1	9	-5	-0.9	3	1	-1	-1.2
Cc1noc(C)c1S(=O)(=O)NCCCN1CCN(Cc2ccccc2)CC1	-0.7	27	nt	-2	-0.5	7	0	3	0.7
O=C(Nc1cccc(C(=O)N2CCN(c3cccc(Cl)c3)CC2)c1)c1ccccc1	0.0	-84	11	-4	-0.7	-3	0	-5	-1.1
(more compounds)
SMILES	L929 necroptosis	EP2 modulator	PGE2 EP2 inh	RBBP9 inhibitor	PERK inh	Hck Nef HTS	Runt-CBFb FRET	Runt-SMMHC FRET	TNF necrop inh
CCOC(=O)C1CCN(C(=O)CN(c2ccc3c(c2)OCCO3)S(C)(=O)=O)CC1	-0.5	6	2	-4	-0.1	0	0	0	0.4
O=C(Nc1nccc(-c2cccs2)n1)c1ccccc1Cl	0.8	-36	2	-3	0.6	9	2	0	-4.1
c1ccc(-c2ncc3ccccn23)cc1	0.0	-1	8	-2	1.5	0	-2	-6	-1.3
Nc1ccc(C(=O)OCc2nc3ccccc3[nH]2)cc1	-0.1	-19	12	2	-0.3	2	-3	-2	-0.9
COc1ccc(C(=O)C(/C=N/O)=N/Nc2ccc(F)cc2)cc1	3.8	-13	4	11	0.2	-1	-3	-3	-0.3
CCOc1ccc(-n2c(=S)sc3c(=O)[nH]c(SCC(=O)NCc4ccco4)nc32)cc1	3.8	3	7	3	1.9	3	3	6	0.9
CC(C)(C)NC(=O)CSc1nccn1Cc1ccccc1	0.4	1	8	-2	0.7	1	-8	4	-0.2
Cc1nc2nc(CSc3nc4ccccc4s3)cc(=O)n2[nH]1	1.4	9	17	-7	0.3	17	-1	2	-0.1
CCOC(=O)C1CCN(S(=O)(=O)c2cc(Br)cc3c2N(C(=O)C2CC2)CC3)CC1	2.1	-3	11	-1	-0.3	-3	-3	-1	1.4
CCOC(=O)N1CCN(C(=O)CN(C2CCCCC2)S(=O)(=O)c2ccc(Cl)cc2)CC1	0.1	5	7	-9	-0.8	-4	-1	-2	0.5
Brc1cccc(Cn2c(-c3cncs3)nc3ccccc32)c1	-0.2	61*	10	-2	-0.1	1	0	7	-2.8
COc1ccc(Nc2nnc(SCC(=O)N3CCCC3)s2)cc1	-0.5	-8	nt	-4	-0.2	0	1	-1	-0.8
CCc1ccc(OCC(=O)N/N=C(\C)c2ccc(OC(F)F)cc2)cc1	0.7	-38	8	-2	0.2	3	-5	3	2.0
O=C(CCCNS(=O)(=O)c1cccc2nsnc12)NCc1ccc(Cl)cc1	-0.2	13	2	-6	-1.3	-1	-1	-10	-1.3
CCSc1nnc(CNc2ccc(C)cc2)n1C	nt	6	6	-6	-1.0	6	-1	3	0.5
CC(c1ccccc1)C1CC(=O)N(c2ccc(C(=O)O)cc2)C1=O (stereo not drawn)	0.0	5	19	12	-0.2	6	1	-5	-0.6
Cc1cc(OCC(=O)NCc2nc(-c3ccccc3)no2)c(C)cc1Br	-1.0	17	7	7	0.8	6	-1	-3	-1.8
Cc1ccc(C(=O)N2CCN(S(=O)(=O)c3ccccc3[N+](=O)[O-])C2)cc1	2.3	-10	14	6	0.4	23	0	0	-0.5
O=S(=O)(c1ccc(OCC(O)CN2CCN(c3ccccc3Cl)CC2)cc1)N1CCOCC1 (stereo not drawn)	-0.2	-7	5	1	-1.5	2	-1	0	-2.3
CN(C(=O)CSc1nnc(-c2c[nH]c3ccccc23)o1)C1CCS(=O)(=O)C1 (stereo not drawn)	0.4	-22	1	0	0.7	24	0	2	-0.5
Cc1ccccc1NC(=O)c1cc(S(=O)(=O)N2CCOCC2)cs1	-0.7	-2	8	0	1.0	5	1	3	-1.8
O=C(Nc1ccc2nsnc2c1)c1ccc2c(c1)OCO2	0.1	6	4	2	0.6	1	0	1	-0.9
COc1ccc(-c2oc(NC(=O)CCl)c(C#N)c2-c2ccc(OC)cc2)cc1	8.0	9	19	-4	-1.4	0	-2	2	-4.0
Cc1cc(C)cc(Nc2cc(=O)n(C3CCCCC3)c(=O)[nH]2)c1	0.6	-24	18	-10	0.8	1	2	7	-9.5
COc1ccc(CN(C(=O)CN2C(=O)c3ccccc3S2(=O)=O)C(C(=O)NCC2CCCO2)c2ccncc2)cc1 (stereo not drawn)	0.1	9	5	4	0.6	0	3	-2	0.1

A second format for some results above.
CCc1ccc(OCC(=O)N/N=C(\C)c2ccc(OC(F)F)cc2)cc1
  L929 necroptosis = 0.7
  EP2 modulator = -38
  PGE2 EP2 inh = 8
  RBBP9 inhibitor = -2
  PERK inh = 0.2
  Hck Nef HTS = 3
  Runt-CBFb FRET = -5
  Runt-SMMHC FRET = 3
  TNF necrop inh = 2.0
COc1ccc(Nc2nnc(SCC(=O)N3CCCC3)s2)cc1
  L929 necroptosis = -0.5
  EP2 modulator = -8
  PGE2 EP2 inh = nt
  RBBP9 inhibitor = -4
  PERK inh = -0.2
  Hck Nef HTS = 0
  Runt-CBFb FRET = 1
  Runt-SMMHC FRET = -1
  TNF necrop inh = -0.8

Next compounds:
SMILES	L929 necroptosis	EP2 modulator	PGE2 EP2 inh	RBBP9 inhibitor	PERK inh	Hck Nef HTS	Runt-CBFb FRET	Runt-SMMHC FRET	TNF necrop inh
CCOC(=O)c1c(C)[nH]c(C(=O)CN2C(=O)NC(C)(CC(C)C)C2=O)c1C (stereo not drawn)	2.5	-38	9	1	0.2	21	-4	0	-1.6
CC(C)CC(NC(=O)C(COCc1ccccc1)NC(=O)OC(C)(C)C)C(=O)NN (stereo not drawn)	2.6	21	0	-11	0.1	-6	-3	1	-0.1
Cc1cc(C)n(CC(O)Cn2ccc3ccccc32)n1 (stereo not drawn)	0.3	9	6	-3	-1.7	0	3	1	1.0
COc1ccc(CC(=O)NCc2nnc(SCCOc3ccccc3)n2C)cc1	0.2	37	11	-3	-0.3	0	0	0	-2.1
O=C(COC(=O)/C=C/c1ccc(Cl)cc1Cl)NCCC1=CCCCC1	1.3	-1	9	6	0.8	0	-1	-9	1.1
CCOP(=O)(c1ccc(N(C)C)cc1)C(O)c1ccncc1 (stereo not drawn)	-0.4	5	4	4	-0.2	6	1	-2	3.9
O=C1CN(C(=O)COc2ncnc3ccccc23)c2ccccc2N1	0.3	1	6	5	0.1	-20	1	-5	3.3
COc1cc(N=c2ssnc2Cl)cc(OC)c1OC	-0.2	-40	130*	-9	-0.3	-4	34	50	-7.2
O=c1nc(C(F)(F)F)nc2ccccn12	0.0	19	6	3	-0.1	-8	0	-3	0.6
Cc1ccc(CN(Cc2ccco2)C(=S)NCC(=O)NCc2cccnc2)cc1	-0.4	19	4	-11	-0.4	16	6	5	-1.5
COc1ccc(C2N(c3ccc(C)cc3)CCN2c2ccc(C)cc2)cc1O	-0.7	39	9	4	0.2	26	-4	1	0.2
O=C(NCCC1=CCCCC1)c1coc(=O)c(Br)c1	-0.5	-13	17	-6	-1.1	0	-1	0	-14
COc1ccc(S(=O)(=O)N2CCCC(C(=O)N3CCCCCC3)C2)cc1 (stereo not drawn)	0.0	7	10	4	-0.9	-1	0	-3	0.3
Cc1nc2ccccc2c(=O)n1NC(=O)c1ccc(F)cc1Cl	0.3	20	4	6	0.3	16	-2	1	0.9
COc1ccc(C(OCC2CO2)c2ccc(OC)cc2)cc1 (stereo not drawn)	0.6	18	1	-1	0.5	22	-2	-1	-0.7
CCN(CC)C(=O)C1CCN(Cc2cccc(OCc3ccccc3)c2)CC1	-0.2	-11	8	-3	-1.8	1	-2	-13	0.3
